ADAM17 inh = ADAM17 inhibition, QFRET primary screen; P78536; recombinant ADAM17, EDANS/DABCYL FRET peptide cleavage; hit rate 0.83% among 370,000; inhibition, % at 6.95 µM; AID 720648;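 active means inhibition above the mean of compounds lying between control limits plus 3 SD, set per campaign, cut at about 8.5% in these data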;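 further: 0% = DMSO-only wells as the low control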
hgDAF12 agonist = hgDAF-12 agonism, primary luciferase screen; HEK293 GAL4-hgDAF12 UAS-luciferase reporter, agonist luminescence; normalized to butyrate control; activation, % at 6.8 µM; hit rate 1.8% among 370,000;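 active means activation above a cutoff set at the mean of all screened compounds plus 3 SD, cut at about 10% in these data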;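 further: 0% = DMSO wells and 100% = sodium butyrate wells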
ssDAF-12 act = activates DAF-12 receptor from parasite S. stercoralis | HEK293 ssDAF-12/GRIP1 lit1-tk-luc reporter, luminescence; % of 3 µM dafachronic acid response | activation, % at 6.8 µM | hit rate 1% among 370,000 | AID 652126;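 active means activation above the mean over all tested compounds plus 3 SD, cut at about 0.9% in these data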;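 further: 0% = DMSO-only wells and 100% = 3 µM delta7-dafachronic acid wells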
GC-A act = GC-A (human) enzyme activation. HEK293 GC-A cells, cGMP TR-FRET, EC30 ANP; 0% at EC30 ANP, 100% saturating ANP. activation, % at 10 µM. hit rate 0.14% among 370,000; in the data active means activation above about 40%
Target sequence (P16066 whole entry, looked up): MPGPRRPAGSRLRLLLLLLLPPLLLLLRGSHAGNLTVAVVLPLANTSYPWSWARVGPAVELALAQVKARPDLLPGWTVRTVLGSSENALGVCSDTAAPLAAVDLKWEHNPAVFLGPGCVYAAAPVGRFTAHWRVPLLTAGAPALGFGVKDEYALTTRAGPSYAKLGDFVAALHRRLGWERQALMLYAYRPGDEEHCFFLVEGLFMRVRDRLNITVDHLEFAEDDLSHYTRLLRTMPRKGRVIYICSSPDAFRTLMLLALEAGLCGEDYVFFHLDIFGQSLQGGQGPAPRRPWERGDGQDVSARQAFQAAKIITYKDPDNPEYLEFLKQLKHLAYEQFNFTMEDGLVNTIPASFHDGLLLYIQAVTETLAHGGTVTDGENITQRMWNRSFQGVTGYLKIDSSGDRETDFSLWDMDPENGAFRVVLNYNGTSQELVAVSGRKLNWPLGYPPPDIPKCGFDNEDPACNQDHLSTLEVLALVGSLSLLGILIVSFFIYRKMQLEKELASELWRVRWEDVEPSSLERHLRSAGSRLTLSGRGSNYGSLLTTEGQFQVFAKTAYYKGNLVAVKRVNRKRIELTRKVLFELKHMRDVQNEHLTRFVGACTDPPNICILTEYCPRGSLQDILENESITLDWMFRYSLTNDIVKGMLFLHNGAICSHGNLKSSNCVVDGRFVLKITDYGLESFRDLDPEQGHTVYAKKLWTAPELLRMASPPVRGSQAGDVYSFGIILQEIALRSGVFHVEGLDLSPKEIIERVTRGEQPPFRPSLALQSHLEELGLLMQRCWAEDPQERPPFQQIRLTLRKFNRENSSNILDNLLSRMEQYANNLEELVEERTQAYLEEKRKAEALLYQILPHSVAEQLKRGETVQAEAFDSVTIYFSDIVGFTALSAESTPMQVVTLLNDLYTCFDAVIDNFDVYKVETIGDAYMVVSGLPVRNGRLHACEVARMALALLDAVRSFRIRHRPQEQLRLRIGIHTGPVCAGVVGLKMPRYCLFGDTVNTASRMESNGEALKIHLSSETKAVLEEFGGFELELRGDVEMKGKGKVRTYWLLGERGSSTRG
hcDAF12 agonist = activators of H. contortus DAF-12 nuclear receptor; HEK293 hcDAF-12 lit1-tk-luc reporter, luminescence; 0% DMSO, 100% Δ7-dafachronic acid; activation, % at 6.8 µM; hit rate 1.4% among 370,000;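 active means activation above the mean of all tested compounds plus 3 SD, cut at about 5.5% in these data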;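 further: 100% = response to 3 µM Δ7-dafachronic acid high control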
SMARCA2 activ = SMARCA2 function activation, primary screen. MG213 cells, MMTV-luciferase reporter, dexamethasone, overnight. activation, % at 9.1 µM. hit rate 1% among 370,000. AID 652017; in the data active means activation above about 7.8%;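 further: 0% = vehicle wells and 100% = reference activator wells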
ADAM10 inh = inhibitors of human ADAM10; recombinant ADAM10, EDANS/DABCYL FRET peptide cleavage, 3 h; AID 720582; O14672; inhibition, % at 7 µM; hit rate 0.62% among 370,000;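 active means inhibition above a per-campaign cutoff equal to the mean of compounds falling between control-based bounds plus 3 SD, cut at about 20% in these data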;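 further: 0% = DMSO wells while the 100% control is not disclosed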
DAX1 inh-1 = inhibitors of DAX1 repression of SF-1 activated StAR promoter. hit rate 1.1% among 370,000. HEK293T StAR-luciferase reporter, SF-1/DAX-1 repression relief. AID 652010. inhibition, % at 6.8 µM;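 active means inhibition above the mean over all tested compounds plus 3 SD, cut at about 3.6% in these data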;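 further: 0% = DAX-1 cells with DMSO and 100% = cells lacking DAX-1 with DMSO; higher inhibition means more luminescence from relief of DAX-1 repression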
FXN GAA850 act = increases GAA850 frataxin promoter reporter activity; activation, % at 6 µM; AID 540364; hit rate 0.56% among 360,000; HEK293 lucGAA850 FXN promoter luciferase reporter, 24 h; percent of 10 µM SAHA response;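 active means activation above the average of all compounds screened plus 3 SD, cutoff fixed separately per campaign, cut at about 7.5% in these data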;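 further: 0% = DMSO wells and 100% = 10 µM SAHA wells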
PG9 binder = small molecules binding HIV-1 gp120 antibody PG9 | hit rate 0.43% among 360,000 | TR-FRET gp120-PG9 antibody binding | inhibition, % at 6.7 µM; in the data active means inhibition above about 8.5%
DAX1 inh-2 = inhibitors of human orphan nuclear receptor DAX1 (NR0B1). AID 504766. hit rate 0.99% among 340,000. HEK293 Gal4-DAX1 luciferase reporter, luminescence. P51843. inhibition, % at 6.75 µM;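 active means inhibition above the mean over all tested compounds plus 3 SD, cut at about 4.2% in these data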;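 further: 0% = DAX1-transfected cells with DMSO and 100% = empty-vector control cells with DMSO; inhibition shows as a rise in luminescence from relieved DAX1 repression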
Numbers without * were called inactive; i = inactive; / = not tested or not shown.

SMILES	ADAM17 inh	hgDAF12 agonist	ssDAF-12 act	GC-A act	hcDAF12 agonist	SMARCA2 activ	ADAM10 inh	DAX1 inh-1	FXN GAA850 act	PG9 binder	DAX1 inh-2
CCc1ccccc1NC(=O)CSc1nc2cc(C(=O)NCC3CCCO3)ccc2c(=O)n1CC1CCCO1 (stereo not drawn)	-9	0.0	-0.9	-2	-1.4	-2	-13	-1.5	-0.8	-1.2	-1.1
C#CCOCCOCCOCCNc1nc(N2CCN(C(=O)[C@H](CCCCN)n3cc(CN)nn3)CC2)nc(N2CCN(C(=O)[C@H](CCC(=O)O)n3cc(CN)nn3)CC2)n1	0	-0.4	-0.8	3	1.7	4	0	-0.3	-0.5	0.1	-0.5
Cc1noc(C)c1S(=O)(=O)Nc1ccc(C(=O)NCc2ccccc2)cc1	0	1.9	-0.8	1	-1.5	1	2	-0.2	0.6	0.4	1.0
CC(=O)NS(=O)(=O)c1cccnc1Nc1ccc(Cl)c(Cl)c1	0	-1.9	-1.3	-2	1.4	0	8	0.1	1.7	-2.5	-0.7
C[C@H](O)[C@@H]1CN2CCc3c([nH]c4cccc(-c5ccc6c(c5)OCO6)c34)[C@@H]2C[C@@H]1N(C)C(=O)c1ccco1	-8	0.4	-1.2	5	-3.4	-2	-31	0.2	/	/	/
Cc1ccc(-c2nn(C)c(=O)c3ccccc23)cc1S(=O)(=O)NCCO	-1	0.4	-0.2	5	-0.1	-2	1	-0.3	-1.2	-2.1	-0.2
N#Cc1ccc(C(=O)Nc2nc(SCc3ccc(Cl)cc3)n[nH]2)cc1	3	1.3	-0.9	-4	2.5	5	6	-0.1	-2.3	-1.5	1.4
OC[C@@H]1CN(Cc2ccco2)C[C@H](n2cnc3c(NC4CCC4)ncnc32)O1	-3	-0.8	-0.8	0	1.0	-1	-9	0.0	2.6	-1.6	/
CN(C)CCNc1nc(-c2ccccc2)c2c(c1C#N)CC(C)(C)OC2	-20	1.2	-1.1	-1	-2.2	1	-55	-0.2	5.3	-1.3	0.8
CSC[C@H]1CN(Cc2ccccc2)C(=O)[C@@H]1CC(=O)Nc1ccccc1	3	-3.8	-0.2	-4	0.0	-5	-8	-1.1	1.2	-1.9	1.7
COC(=O)Cn1ncc2c3ccccc3n(Cc3ccccc3)c2c1=O	-13	-3.2	-1.4	5	-2.7	1	-60	-0.2	2.7	-1.1	-0.3
Cc1cccc(OCC(=O)N2CCN(C(=O)CCC3CCCC3)CC2)c1	1	-1.1	-0.8	-4	-0.5	1	0	-0.1	1.4	-0.5	-0.9
CCN1C(=O)[C@H]2[C@@H](c3ccc(OC)cc3)N[C@]3(CCCN(Cc4ccc(Br)cc4)C3=O)[C@H]2C1=O	2	1.0	-0.6	-3	0.3	-6	6	-0.3	-0.6	-1.1	-0.8
COc1ccccc1-c1cnn2c(NC3CCCC3)cc(C)nc12	-58	6.4	-1.0	-3	2.6	5	-270	0.9	3.7	1.1	2.6
CCC1(c2ccccc2)NC(=O)N(CC(=O)NNC(=O)COc2ccc(Cl)cc2C)C1=O (stereo not drawn)	-4	3.4	-1.1	0	-1.1	1	-7	-0.1	0.7	-1.8	0.3
COC(=O)C1C(=O)C2=C(CC1C)NC(C)=C(C(=O)OC1CCCC1)C2c1ccc(N(C)C)cc1 (stereo not drawn)	-7	-2.4	-1.3	1	-1.5	-3	-20	0.2	0.9	-0.1	-3.0
NS(=O)(=O)c1ccc(CCNC(=O)Cc2ccc(S(=O)(=O)N3CCOCC3)s2)cc1	-5	0.4	-1.2	1	0.0	0	-4	1.3	-0.4	-0.5	-1.0
CC(C)(C)NC(=O)NC(=O)CN1CCN(c2ccccc2)CC1	-3	-4.3	-1.6	3	0.5	-1	-15	0.0	-0.7	-1.0	0.7
CCOC(=O)c1ccc(NC(=S)NN2CCOCC2)cc1	-5	1.8	-1.6	-1	-1.5	-2	-12	1.1	2.0	1.3	-0.4
O=C(COC(=O)CN1C(=O)C2CCCCC2C1=O)NC1CCS(=O)(=O)C1 (stereo not drawn)	-1	-1.5	-1.7	0	-0.2	1	7	0.4	1.9	-0.3	0.6
COc1ccccc1C(=O)COC(=O)CNS(=O)(=O)c1ccc(NC(C)=O)cc1	-2	0.1	-1.0	-1	0.9	2	-5	1.0	-0.3	-1.1	0.0
Cc1ccc(N(CC(=O)NCc2ccco2)C(=O)CCC(=O)Nc2nccs2)cc1	-5	0.9	-1.6	-3	-1.0	-1	0	-0.1	1.0	-0.5	-1.0
CCCCNCCOCCOc1ccc(F)cc1	-5	-0.3	-1.1	0	-0.6	-1	4	-0.1	2.1	2.1	-1.2
O=C(NCC(=O)N1CCCCCCC1)c1cccc([N+](=O)[O-])c1	0	0.1	-1.4	-1	1.5	-1	-6	0.7	2.0	-1.0	0.2
Cc1cc(C(F)F)n2nc(C(=O)NCc3ccccc3F)nc2n1	-4	-2.1	-1.4	-1	-0.4	-1	1	-0.4	1.3	2.3	-0.2

Some of the entries so far, with two lines to a compound.
Each structure is followed by: ADAM17 inh, hgDAF12 agonist, ssDAF-12 act, GC-A act, hcDAF12 agonist, SMARCA2 activ, ADAM10 inh, DAX1 inh-1, FXN GAA850 act, PG9 binder, DAX1 inh-2
NS(=O)(=O)c1ccc(CCNC(=O)Cc2ccc(S(=O)(=O)N3CCOCC3)s2)cc1
→ -5, 0.4, -1.2, 1, 0.0, 0, -4, 1.3, -0.4, -0.5, -1.0
Cc1cc(C(F)F)n2nc(C(=O)NCc3ccccc3F)nc2n1
→ -4, -2.1, -1.4, -1, -0.4, -1, 1, -0.4, 1.3, 2.3, -0.2

The main list resumes with the four entries that preceded the break.
SMILES	ADAM17 inh	hgDAF12 agonist	ssDAF-12 act	GC-A act	hcDAF12 agonist	SMARCA2 activ	ADAM10 inh	DAX1 inh-1	FXN GAA850 act	PG9 binder	DAX1 inh-2
Cc1ccc(N(CC(=O)NCc2ccco2)C(=O)CCC(=O)Nc2nccs2)cc1	-5	0.9	-1.6	-3	-1.0	-1	0	-0.1	1.0	-0.5	-1.0
CCCCNCCOCCOc1ccc(F)cc1	-5	-0.3	-1.1	0	-0.6	-1	4	-0.1	2.1	2.1	-1.2
O=C(NCC(=O)N1CCCCCCC1)c1cccc([N+](=O)[O-])c1	0	0.1	-1.4	-1	1.5	-1	-6	0.7	2.0	-1.0	0.2
Cc1cc(C(F)F)n2nc(C(=O)NCc3ccccc3F)nc2n1	-4	-2.1	-1.4	-1	-0.4	-1	1	-0.4	1.3	2.3	-0.2
Cc1ccc(SCC(=O)OC(C)C(=O)Nc2ccc(S(N)(=O)=O)cc2)cc1C (stereo not drawn)	1	-0.4	-1.5	2	1.3	-2	-1	-0.6	2.5	-1.2	0.7
COC(=O)C1CCN(C(=O)c2cc(-c3ccc(Cl)s3)nc3ccccc23)CC1	-460	-1.8	-2.0	4	-1.1	-4	i	-2.3	1.2	-1.2	-1.3
CC(=O)Cn1c(CN2CC(C)CC(C)C2)nc2c1c(=O)n(C)c(=O)n2C (stereo not drawn)	-5	-3.3	-1.3	-6	-1.0	-4	0	-0.6	0.6	1.1	0.7
COc1ccc(CC(=O)Nc2ccc(S(=O)(=O)Nc3cc(C)on3)cc2)cc1	-3	2.1	-0.9	-4	2.4	1	-12	0.2	0.6	-2.2	1.0
CC(C(=O)Nc1cc([N+](=O)[O-])ccc1Cl)N1CCN(c2ccc(O)cc2)CC1 (stereo not drawn)	1	-0.6	-1.4	-3	-1.1	1	2	0.2	3.6	-0.2	-1.3
Cc1cccc(-c2noc(-c3ccccc3C(=O)NCc3ccco3)n2)c1	-1	2.7	-0.8	-1	-0.2	3	-4	-0.2	3.8	-0.8	0.3
Cc1nnc(SCC(=O)NC2CCCCC2)n1C1CCCCC1	-2	-1.3	-1.1	-1	0.6	3	-4	0.1	0.2	-1.5	-0.1
CC1(C)C(c2ccc(Cl)cc2)=[N+]([O-])C2(CCCC/C2=N\O)N1O (stereo not drawn)	-5	-0.3	-0.3	1	0.2	2	1	0.7	0.1	0.8	1.4
Cc1ccc(CSc2nnc(-c3ccc4c(c3)OCO4)o2)cc1	-1	2.5	-0.2	4	1.0	6	9	-0.4	0.6	-1.8	1.0
COc1ccc(OC)c(NC(=O)CCCNC(=O)c2ccc(Cl)cc2)c1	-3	-1.1	-1.4	-13	-1.0	-3	-2	-0.5	0.2	-0.8	-0.7
Cn1c(=O)cc(Nc2ccc(Cl)cc2)[nH]c1=O	-2	2.3	-0.6	-5	-2.0	0	-2	-0.3	-0.9	0.6	-0.2
O=C(CCNS(=O)(=O)c1ccccc1C(F)(F)F)NCCCSc1ccccc1	8.7*	1.4	0.2	-4	-1.3	-3	9	-0.3	1.4	-2.1	0.0
COc1cc(C(=O)O)ccc1OC(C)=O	-4	0.5	-1.1	0	-1.3	-3	-6	-0.1	-0.9	0.9	0.0
CCN(CC(=O)Nc1ccc(NC(C)=O)cc1)C(=O)C1CC(=O)N(Cc2ccc(C)cc2)C1 (stereo not drawn)	-5	1.4	-0.9	3	0.6	1	-4	0.1	1.5	-0.9	-0.4
CCCCn1c(SCC(=O)c2ccccc2)nc2ccsc2c1=O	-2	-0.2	-1.1	-1	-1.2	3	0	-0.4	1.6	-1.8	-0.7
Cn1/c(=N/N=C/c2ccc(Cl)c([N+](=O)[O-])c2)sc2ccccc21	4	1.5	-0.6	3	3.1	-1	7	0.5	-0.4	0.7	1.1
Cc1cc(N2CC(C(=O)O)CC2=O)ccc1Br (stereo not drawn)	-10	-2.5	-1.3	-3	-0.5	0	0	-0.3	-2.1	-0.7	-0.1
Brc1ccc(-c2noc(COc3ccc4ccccc4c3)n2)o1	1	1.2	-1.1	2	2.1	-2	-3	-0.1	-0.4	-3.0	0.2
COc1ccc([C@H]2C[C@@H](n3cc(COC(=O)c4ccccc4)nn3)[C@H](O)CN2CC2CCCCC2)cc1	-1	2.7	-1.0	-5	-0.3	-2	0	0.1	1.6	-0.7	0.2
COC(=O)C1CN(Cc2ccc(OC)cc2)CCS(=O)(=O)N1Cc1ccc(F)cc1 (stereo not drawn)	-1	-0.6	-1.6	-7	-0.2	-6	6	-0.4	/	/	/
O=C(C1CN(C(=O)c2cc3ccccc3o2)c2ccccc2O1)N1CCCCC1 (stereo not drawn)	1	0.6	-0.5	2	0.1	-3	7	-0.9	1.2	-0.2	2.0
Cc1cc(Br)cn2c(Cc3cccc(Cl)c3)c(C3CCCCC3)nc12	-9	0.0	-0.6	-2	-0.1	-2	-12	0.1	/	-0.1	/
COc1nc(-c2ccccc2)cc(-c2ccc(OC)c(OC)c2)n1	-303	0.8	-2.2	6	-3.1	-2	i	-0.8	0.8	2.4	-0.4
Fc1ccc(C(CNC(=S)NC2CCCCC2)N2CCOCC2)cc1 (stereo not drawn)	0	2.3	-1.8	-1	-1.2	0	-1	0.2	2.0	-0.4	0.6
O=C(O)/C=C/C(=O)Nc1ccc2c(c1)C(=O)c1ccccc1C2=O	-1	13*	-0.5	4	5.3	5	-4	2.1	4.9	-1.1	0.3
Cc1cccc(N2CCN(S(=O)(=O)c3c(C)nc4scc(C)n4c3=O)CC2C)c1 (stereo not drawn)	0	-2.9	-0.3	-21	-0.3	-2	-5	-0.1	-0.4	2.0	-0.5

Bioassay records from PubChem BioAssay.
